SENP6 inh = blocks the human protease SENP6; Recombinant SENP6 catalytic domain, aminoluciferin luminescence; 330,000 tested, 1.8% active; inhibition, % at 10 µM; AID 2599;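 active = inhibition above about 50% at the single tested dose, limit read from the data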;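 note: plate controls were DMSO wells with enzyme for no effect and DMSO wells lacking enzyme for full effect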
SENP7 block = blocks the human protease SENP7 | Q9BQF6 | recombinant SENP7, Z-RLRGG-aminoluciferin luminescence, 40 min | inhibition, % at 5 µM | 330,000 tested, 1.5% active;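 active = inhibition above about 50% at the single test dose, limit read from the data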;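 note: plate controls were DMSO with enzyme for no effect and no enzyme buffer wells for full effect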
SENP1 FRET inh = inhibitors of human SENP1 SUMO protease catalytic domain; inhibition, % at 10 µM; AID 624204; 360,000 tested, 0.21% active; recombinant SENP1 catalytic domain, CyPet-SUMO1-YPet FRET cleavage;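 active = inhibition at least 30% at 10 µM, raw YFP signal under a set limit, fluorescence ratio 0.5 to 1.5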;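 note: 0% = enzyme with DMSO and 100% = no enzyme wells; some results filed as inactive read as strong as hits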
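Test system: human SENP1 catalytic domain; medium: Tris pH 8 buffer plus EDTA, NaCl, BME, BSA, NP40, catalase; incubation: 50 min reaction at room temperature; technique: FRET, CFP and YFP emission; controls: no-enzyme low control and enzyme-plus-DMSO high control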
SENP8 block-1 = SENP8 protease inhibition. purified SENP8, Z-RLRGG-aminoluciferin cleavage, luminescence. inhibition, % at 10 µM. 330,000 tested, 1.2% active. AID 2540; in the data active = inhibition above about 50%
HKDC1 inhibitor = inhibitors of human hexokinase HKDC1. Q2TB90. recombinant HKDC1, G6PDH/diaphorase resazurin coupled fluorescence. inhibition, % at 20 µM. 340,000 tested, 0.16% active;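 active = inhibition above about 35% when tested at 20 µM, limit read from the data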;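 note: plate controls were DMSO wells with enzyme for no effect and DMSO wells lacking enzyme for full effect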
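Assay system: recombinant HKDC1 hexokinase; detection: coupled resazurin fluorescence, excitation 525 nm, emission 613 nm; benchmarks: DMSO-plus-enzyme-mix negative control, buffer-substituted positive control; compound dosing: single 20 µM dose; schedule: 90 min at room temperature in dark; also added: glucose plus 1 mM ATP as hexokinase substrates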
SENP8 block-2 = SENP8 (human) protease inhibition; recombinant SENP8, Nedd8 substrate fluorescence; 360,000 tested, 0.64% active; AID 602440; Q96LD8; inhibition, % at 20 µM; in the data active = inhibition mostly above about 40%, no sharp cut-off; inactive = mostly below about 27%
NALP3 yeast inh = blocks the NALP3 inflammasome reconstituted in yeast | 330,000 tested, 0.39% active | AID 2825 | Yeast reconstituted NLRP3/ASC/caspase-1, beta-gal luminescence, 24 h | inhibition, % at 10 µM;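 active = inhibition of 50% or more; inactive = inhibition below 50%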;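 note: plate controls were induced DMSO wells for no effect and uninduced yeast grown without galactose for full effect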
PfGluPho inh = PfG6PD (Plasmodium falciparum) enzyme inhibition; 350,000 tested, 0.78% active; PfGluPho enzyme, NADPH resazurin-diaphorase fluorescence; inhibition, % at 20 µM;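 active = inhibition reaching at least a set limit at 20 µM in the primary screen, cut at about 59% in these data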;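 note: 0% = DMSO wells with substrate and 100% = DMSO wells lacking glucose-6-phosphate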
Apaf1 inhib = blocks human Apaf-1 apoptosome activity. O14727. reconstituted apoptosome caspase-3 activity, DEVD-Rh110 fluorescence. inhibition, % at 20 µM. 330,000 tested, 0.71% active. AID 489030; active = inhibition of at least 40% at 20 µM;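 note: plate controls were DMSO wells for no effect and DEVD-CHO caspase inhibitor wells for full effect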
Target sequence (O14727 whole entry, looked up): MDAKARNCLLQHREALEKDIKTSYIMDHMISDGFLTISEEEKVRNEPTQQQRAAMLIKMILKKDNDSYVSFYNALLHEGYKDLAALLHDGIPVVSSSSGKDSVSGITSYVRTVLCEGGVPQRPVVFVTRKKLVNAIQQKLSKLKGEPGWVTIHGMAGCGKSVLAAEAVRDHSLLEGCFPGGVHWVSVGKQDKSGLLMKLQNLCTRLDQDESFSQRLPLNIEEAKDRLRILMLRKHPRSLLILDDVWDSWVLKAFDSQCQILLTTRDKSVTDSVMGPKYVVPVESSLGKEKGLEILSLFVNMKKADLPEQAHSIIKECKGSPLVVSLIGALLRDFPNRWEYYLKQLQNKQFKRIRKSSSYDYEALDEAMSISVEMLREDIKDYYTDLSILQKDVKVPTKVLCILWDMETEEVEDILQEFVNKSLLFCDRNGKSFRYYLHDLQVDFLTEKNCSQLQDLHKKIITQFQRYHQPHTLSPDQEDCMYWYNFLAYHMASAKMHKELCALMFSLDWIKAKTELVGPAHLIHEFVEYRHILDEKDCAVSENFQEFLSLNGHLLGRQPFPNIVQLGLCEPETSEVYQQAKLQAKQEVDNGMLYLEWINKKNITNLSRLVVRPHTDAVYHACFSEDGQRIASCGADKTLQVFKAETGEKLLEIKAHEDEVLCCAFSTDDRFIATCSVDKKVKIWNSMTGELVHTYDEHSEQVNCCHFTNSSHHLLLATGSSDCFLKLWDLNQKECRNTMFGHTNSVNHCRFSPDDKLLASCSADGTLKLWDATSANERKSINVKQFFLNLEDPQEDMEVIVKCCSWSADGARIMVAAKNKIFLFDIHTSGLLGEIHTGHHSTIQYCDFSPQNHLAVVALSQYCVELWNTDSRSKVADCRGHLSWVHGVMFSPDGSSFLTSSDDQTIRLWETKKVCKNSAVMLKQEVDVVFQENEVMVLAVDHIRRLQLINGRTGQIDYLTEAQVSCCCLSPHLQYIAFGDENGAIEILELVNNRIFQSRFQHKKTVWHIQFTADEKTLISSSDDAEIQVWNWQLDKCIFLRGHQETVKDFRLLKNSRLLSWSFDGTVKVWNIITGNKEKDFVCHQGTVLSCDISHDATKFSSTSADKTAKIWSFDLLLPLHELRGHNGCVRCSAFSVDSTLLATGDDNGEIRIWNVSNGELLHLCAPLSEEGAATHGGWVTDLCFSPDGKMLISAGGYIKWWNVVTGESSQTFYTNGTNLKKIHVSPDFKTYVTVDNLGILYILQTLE
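System – cell-free apoptosome with Apaf-1, procaspase-3 and caspase-9 · Buffer or medium – pH 7.5 Hepes buffer with CHAPS, BSA, DTT · Also added – cytochrome c with DEVD-Rh110 · Times – 30 min compound preincubation, 50 min activation, room temperature · Technique – Rh110 fluorescence intensity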
* = called active by the depositor; . = not tested or not shown. An unsorted share of the library; about 4.1% have a hit in one of these screens.

structure,SENP6 inh,SENP7 block,SENP1 FRET inh,SENP8 block-1,HKDC1 inhibitor,SENP8 block-2,NALP3 yeast inh,PfGluPho inh,Apaf1 inhib
CCCn1c(SCC(=O)c2cc(OC)ccc2OC)nnc1C(C)C,0,-3,-1,1,7,-26,4,33,-2
O=C(Nc1ccc(NC(=O)c2cccc([N+](=O)[O-])c2)cc1)c1cccc([N+](=O)[O-])c1,19,12,2,-21,0,16,3,7,17
CC(C)N(C(=O)CSc1nnc(CN2CCCCCC2=O)n1-c1ccccn1)C(C)C,8,-4,3,-4,0,8,-17,-16,-3
C/C(CC(=O)Nc1ccc2c(c1)OCCO2)=N\NC(=O)C(=O)Nc1ccccc1C,16,8,2,8,-9,-304,5,4,0
Cc1ccc(C2(c3ccc(C)cc3)NC(=O)N(CC(N)=O)C2=O)cc1,14,2,4,-7,-3,13,15,10,6
CSc1ccc(/C=C(/Sc2nnc(-c3ccccc3)o2)C(=O)O)cc1,16,9,-45,8,-6,-262,5,-10,5
Cc1csc(NC(=O)CSc2ccc(-c3ccc(F)cc3)nn2)n1,4,5,3,2,3,13,25,10,7
CCCn1c(N)c(C(=O)CSc2nc3ncc(Cl)cc3[nH]2)c(=O)n(C)c1=O,10,2,-19,9,-2,-10,11,7,-17
Cc1n[nH]c(=O)c2c(NC(=O)COC(=O)COc3cccc(Br)c3)oc(C)c12,-3,-6,-21,5,3,6,17,5,-2
COc1ccc(S(=O)(=O)NCCSc2ccc(Cl)cc2)cc1OC,-22,-8,0,-10,15,5,1,-4,3
COc1ccc(C(=O)O/N=C(\N)Cc2ccc(Cl)c(Cl)c2)cc1OC,1,4,-1,2,-6,17,9,1,3
COc1ccc(-c2cc(C(=O)NC3CC3)c3ccccc3n2)cc1,3,-2,1,-9,-3,-325,14,17,3

(listing goes on)
structure,SENP6 inh,SENP7 block,SENP1 FRET inh,SENP8 block-1,HKDC1 inhibitor,SENP8 block-2,NALP3 yeast inh,PfGluPho inh,Apaf1 inhib
CCCCCCCCCCCn1nnnc1N,.,.,0,.,-6,3,.,7,.
Cc1noc(C)c1COc1ccccc1C(=O)N1CCN(c2cccc(C(F)(F)F)c2)CC1,-23,-15,0,-25,3,-1,14,11,35
CCS(=O)(=O)c1nc(NC(C)=O)n[nH]1,-13,0,2,5,-7,16,14,-4,-8
O=C(Nc1ccc(N2CCOCC2)cc1)c1cccnc1,-29,-3,2,-8,0,30,-3,-5,-2
Cc1cccc(NC2=C(Cl)C(=O)OC2NC(=O)c2ccccc2)c1 (stereo not drawn),-1,3,0,-11,-2,10,20,-9,-2
CC(=O)C(Cc1ccccc1)NC(=O)COC(=O)c1cccc(C)c1[N+](=O)[O-] (stereo not drawn),6,0,-1,-9,6,13,17,9,6
CN(C)C(=O)CCc1ccc2c3c([nH]c2c1)[C@]1(CCc2ccccc2)[C@@H](C(=O)N2CCCCC2)C[C@H](CC(=O)NCc2ccco2)C(=O)N1CC3,.,3,2,.,9,4,.,24,24
CCOC(=O)C1(Cc2cccc(F)c2)CCN(C(=O)C2CCOCC2)CC1,-15,-2,2,-7,0,14,12,12,8
O=C(/C=C/c1ccc(S(=O)(=O)N2CCOCC2)cc1)NCCCn1ccnc1,-18,7,-3,2,3,6,-11,-5,-14
O=C(Cc1cccs1)N/N=C/c1ccc(OCc2ccccc2)cc1,-16,-5,1,-16,-8,14,-13,9,17
CC(=O)n1c2ccccc2c2c1c1ccccc1n2C,-14,-5,75*,-4,4,-9,10,-14,2
N#C/C(=C\c1cccnc1)C(=O)Nc1ccc(S(N)(=O)=O)cc1,-6,-2,-12,3,-4,-3,18,5,7

Next part:
structure,SENP6 inh,SENP7 block,SENP1 FRET inh,SENP8 block-1,HKDC1 inhibitor,SENP8 block-2,NALP3 yeast inh,PfGluPho inh,Apaf1 inhib
C=CCN(C(=O)c1csnn1)C(C(=O)NC1CCCC1)c1c(F)cccc1Cl (stereo not drawn),7,6,2,0,-8,1,23,-12,1
CCOc1ccc(S(=O)(=O)NC2CCCC2)cc1C,-19,-7,1,-5,-1,3,15,-14,17
COc1ccccc1N1CCN(C2CCCN(C(=O)c3cscn3)C2)CC1 (stereo not drawn),9,4,0,9,-3,17,14,9,-6
CN(CC(=O)NCCCN1CCOCC1)S(=O)(=O)c1ccc(Br)cc1,-7,6,0,1,-7,12,-12,-4,-8
Cc1ccc(/C=C/C(=O)OCc2nc(N)nc(Nc3ccccc3C)n2)o1,-11,-2,-6,-6,-7,-3,27,35,-5
Cc1ccc(C(=O)NNC(=O)C2CCN(c3nccc(C)n3)CC2)cc1,0,-7,1,4,-5,-50,17,4,-31
CCCCCn1c(CNC(=O)c2cccs2)nc2ccccc21,-2,5,0,2,-5,8,18,-1,12
O=C(N/N=C/c1ccc(-c2cccc(C(F)(F)F)c2)o1)c1ccccc1Br,-16,-16,-21,-7,9,-68,3,4,18
CCc1ccc(C(=O)NC(CCSC)C(=O)O)cc1 (stereo not drawn),5,-4,1,-4,-7,24,12,-12,-4
O=C(Nc1nccs1)c1cc(Cl)nc2ccccc12,-1,0,1,0,0,11,-4,2,-4
CC(=O)c1cc(-c2ccc(F)cc2)n(CC(=O)NCc2cccs2)c1C,-7,13,2,-7,-3,13,11,-3,0
COc1ccccc1-c1nc(-c2ccccn2)no1,96*,99*,1,93*,4,-16,11,-10,1

(further entries)
structure,SENP6 inh,SENP7 block,SENP1 FRET inh,SENP8 block-1,HKDC1 inhibitor,SENP8 block-2,NALP3 yeast inh,PfGluPho inh,Apaf1 inhib
CC1C(=O)N(c2ccc(S(=O)(=O)N(C)C)cc2)C1(/C=C/c1ccccc1)C(=O)NC1CCCC1 (stereo not drawn),4,2,2,7,-3,1,5,21,7
Cc1cccc(NC(=O)CCCn2cc([N+](=O)[O-])cn2)n1,0,-3,2,2,-5,20,-2,-8,-2
CCCNC(=O)COC(=O)CCC(=O)c1ccc(F)cc1,1,0,1,-3,-4,12,-5,4,2
COc1ccc2c(c1)c(=O)oc1cc(OCC(=O)NC3CCCCC3)ccc12,-10,-10,2,-10,8,-273,25,-12,25
CCOC(=O)c1[nH]c(C)c(C(=O)NCCc2ccc(OC)cc2)c1C,-9,-3,1,-4,-3,3,0,9,-11
O=C(Cn1cncn1)NCCC(c1ccccc1)c1ccccc1,4,11,2,-1,0,5,7,-7,-6
Cc1cc(C)nc(NS(=O)(=O)c2ccc(NC(=O)CCC(=O)O)cc2)n1,-10,-1,3,4,0,37,9,9,-20
O=C(O)CC(c1ccccc1)N1C(=O)c2ccccc2C1=O (stereo not drawn),-1,5,3,2,-4,11,0,-3,-7
O=C(O)c1[nH]c2ccccc2c1-c1ccccc1,14,-7,-6,-8,-1,-102,6,8,7
O=C(c1cc(-c2ccc(Br)cc2)nc2ccccc12)N1CCN(c2ccccc2O)CC1,-15,-8,2,-9,3,12,5,5,26
Cn1c(-c2csc(-c3cccc(C(F)(F)F)c3)n2)n[nH]c1=S,7,-11,0,-7,-1,5,21,10,7
COc1ccc(C2CC(c3c(-c4ccccc4)c4cc(Cl)ccc4[nH]c3=O)=NN2S(C)(=O)=O)cc1 (stereo not drawn),6,-1,-1,1,-4,-155,-3,-19,20

Next section.
structure,SENP6 inh,SENP7 block,SENP1 FRET inh,SENP8 block-1,HKDC1 inhibitor,SENP8 block-2,NALP3 yeast inh,PfGluPho inh,Apaf1 inhib
CCN(Cc1ccccc1)C(=O)C1CCN(Cc2sccc2C)CC1,-10,-4,-1,-14,-12,9,2,-8,16
COc1ccc(NC(=O)CCN2C(=O)c3ccc([N+](=O)[O-])cc3C2=O)c(OC)c1,9,-7,4,1,16,28,11,21,-7
COc1ccc(-c2cc(C(=O)NCC3CCCO3)c3cc(C(C)C)ccc3n2)cc1 (stereo not drawn),-13,9,2,-2,2,-384,21,30,7
O=C(OCc1nnc(-c2ccccc2)o1)c1cc(S(=O)(=O)N2CCOCC2)ccc1F,-3,3,0,6,-6,12,-1,6,4
CC(=NCc1cccnc1)C1=C(O)c2ccccc2C1=O,-15,4,2,2,1,-2,18,-8,-1
O=C(CCC(=O)N1CCN(S(=O)(=O)c2ccc(Cl)cc2)CC1)Nc1ccc(Cl)cc1Cl,5,4,-1,3,4,5,16,-20,9
Cc1cc(Cl)ccc1NC(=S)NCCCO,-8,-3,0,-1,-10,14,5,-9,-1
CN(C)S(=O)(=O)c1ccc2c(c1)C(CC(=O)O)NC2=O (stereo not drawn),-23,5,1,-7,-2,6,-8,-8,4
Cc1ccc(S(=O)(=O)NCC(=O)N2CCOCCOCCOCCOCC2)cc1,-6,-3,1,-7,-4,4,12,-6,0
c1ccc2c(c1)ccc1nnc(-c3ccc4c(c3)OCO4)n12,-5,4,0,-2,-6,-492,4,17,1
COCCC(=O)N1CCC(n2nccc2NC(=O)c2ccccc2C)CC1,5,-7,-1,-14,-3,0,10,-5,0
O=S(=O)(c1ccccc1)N1CCSC1c1ccco1 (stereo not drawn),.,.,-9,.,-3,26,.,34,.

The final 4 entries of the section before are carried over, then new ones follow:
structure,SENP6 inh,SENP7 block,SENP1 FRET inh,SENP8 block-1,HKDC1 inhibitor,SENP8 block-2,NALP3 yeast inh,PfGluPho inh,Apaf1 inhib
Cc1ccc(S(=O)(=O)NCC(=O)N2CCOCCOCCOCCOCC2)cc1,-6,-3,1,-7,-4,4,12,-6,0
c1ccc2c(c1)ccc1nnc(-c3ccc4c(c3)OCO4)n12,-5,4,0,-2,-6,-492,4,17,1
COCCC(=O)N1CCC(n2nccc2NC(=O)c2ccccc2C)CC1,5,-7,-1,-14,-3,0,10,-5,0
O=S(=O)(c1ccccc1)N1CCSC1c1ccco1 (stereo not drawn),.,.,-9,.,-3,26,.,34,.
COc1ccc(N2C(=NC(=O)C3CCCO3)SC3CS(=O)(=O)CC32)cc1 (stereo not drawn),-1,-4,0,8,0,8,11,-10,-1
Cc1cc(NC(=O)c2cc(C)on2)n(-c2ccccc2)n1,-12,0,0,1,-10,7,9,-4,0
COc1ccc(C/C(C)=N/NC(=O)c2ccc(C)cc2C)cc1,2,3,2,-3,14,13,24,2,-1
O=C(N/N=C/C(Br)=C\c1ccccc1)c1ccc2nc[nH]c2c1,7,2,0,-1,-8,9,10,10,2
Cc1cc(CNC(=O)c2cccc([N+](=O)[O-])c2C)c2ccccc2n1,-19,2,-1,-2,-6,-1,9,8,5
CCCN1CCC(NC(=O)Nc2ccc(Br)cc2)CC1,-2,-3,1,-4,-10,14,24,-3,-5
O=c1cc(-c2cccs2)oc2ccc(Cl)cc12,55*,50*,-2,34,-5,-93,28,-2,10
COc1ccc(C(=O)O)cc1NS(=O)(=O)c1cccc2nsnc12,-4,3,5,-6,-4,26,4,4,-4
Cc1onc(C(=O)Nc2cccc(C(F)(F)F)c2)c1[N+](=O)[O-],7,6,1,3,-1,15,32,21,2
COc1ccccc1-n1c(SCC(=O)NCC2CCCO2)nc2c([nH]c3ccccc32)c1=O (stereo not drawn),7,-9,1,-12,-2,-28,7,7,8
CN(C)c1cc[n+](CC(=O)Nc2ccc(Cl)cc2)cc1,-20,-14,1,-8,-2,14,22,-24,0
Cn1c(/C(C#N)=C(\O)c2ccccc2Cl)nc2ccccc21,-1,3,-6,1,-5,6,6,-2,-1

Assay outcomes deposited in PubChem by Sanford-Burnham Center for Chemical Genomics.
